# High-throughput results deposited in PubChem BioAssay by several laboratories.
# RBBP9 inhibitor: human RBBP9 inhibitors, primary screen, biochemical, fluorescence polarization, FP-Rh probe, HTS; recombinant RBBP9; AID 1515, 2009; Serine hydrolase RBBP9 (Homo sapiens), O75884; inhibition, % at 7.94 µM; 0.2% of 220,000 active;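 active = inhibition above the campaign mean of all tested compounds plus 3 SD, cut at about 14% in these data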;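 note: plate controls were DMSO wells with RBBP9 for no effect and wells lacking RBBP9 protein for full effect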
#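 Test system: recombinant human RBBP9. Quantity: 2.5 µM RBBP9 dispensing solution, before mixing. Detection: FP readout at 525/598 nm. Reagent: Serine-hydrolase probe FP-Rh, 375 nM pre-mixing. Measure: % inhibition. Control set: DMSO-treated enzyme wells and wells lacking RBBP9. Buffer or medium: Tris-NaCl-Pluronic buffer, pH 8.0. Times: preincubation 30 min plus labeling 45 min at 25 °C.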
# p97 inhibitor: inhibitors of human p97 ATPase, primary screen, biochemical | inhibition, % at 8 µM | recombinant p97 ATPase, Kinase-Glo ATP luminescence, 3 h | Transitional endoplasmic reticulum ATPase (Homo sapiens), P55072 | AID 1481, 2009 | 0.42% of 220,000 active; in the data active = inhibition above about 15%;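 note: 0% = DMSO vehicle and 100% = wells lacking enzyme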
# Runt-CBFb FRET: inhibitors of RUNX1 Runt–CBFb binding, primary screen, biochemical, FRET, Cerulean-Runt, Venus-CBFb, uHTS | AID 1496, 2009 | Cerulean-Runt/Venus-CBFb FRET ratio 530/480, 1 h | inhibition, % at 20 µM | 0.46% of 220,000 active;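 active = inhibition over about 50% at 20 µM in the single-dose screen, limit read from the data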;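 note: 0% = DMSO wells and 100% = excess unlabeled CBFb competitor control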
#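 Buffer or medium: Tris pH 7.5 buffer with BSA. Assay system: Cerulean-labeled Runt domain protein. Amount: each fluorescent fusion protein 100 nM. Read-out basis: loss of energy transfer signal. Incubation: 1 h compound exposure, room temperature. Probe or stimulus: Venus-CBFb binding partner, 100 nM. Detection: FRET, excitation 422 nm, emission at 530 and 480 nm.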
# Furin inhibitor: human furin inhibitors, primary screen, biochemical, fluorescence intensity | AID 463115, 2010 | 0.061% of 220,000 active | purified furin, fluorogenic substrate cleavage | inhibition, % at 30 µM | P09958; in the data active = inhibition above about 25%; note: inactives centre near -15
# Target sequence (P09958 108-714 limits assumed): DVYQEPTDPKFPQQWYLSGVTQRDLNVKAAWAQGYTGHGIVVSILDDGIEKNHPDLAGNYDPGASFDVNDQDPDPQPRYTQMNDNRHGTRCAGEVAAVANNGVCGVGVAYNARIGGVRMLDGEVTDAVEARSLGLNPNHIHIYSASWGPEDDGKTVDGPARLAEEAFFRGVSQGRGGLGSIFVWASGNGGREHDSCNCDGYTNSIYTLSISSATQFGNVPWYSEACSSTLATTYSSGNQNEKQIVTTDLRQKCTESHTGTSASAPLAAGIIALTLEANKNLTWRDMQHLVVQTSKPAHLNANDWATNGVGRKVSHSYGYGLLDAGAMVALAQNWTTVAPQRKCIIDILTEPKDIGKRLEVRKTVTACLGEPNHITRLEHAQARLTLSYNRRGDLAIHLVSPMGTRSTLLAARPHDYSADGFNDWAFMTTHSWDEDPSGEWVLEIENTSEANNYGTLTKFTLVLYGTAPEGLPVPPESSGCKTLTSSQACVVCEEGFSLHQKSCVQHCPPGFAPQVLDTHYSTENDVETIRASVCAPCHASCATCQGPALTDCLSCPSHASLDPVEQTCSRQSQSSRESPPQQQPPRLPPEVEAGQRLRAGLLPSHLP
# Runt-SMMHC FRET: inhibitors of RUNX1 Runt–CBFb-SMMHC binding, primary screen, biochemical, FRET, Cerulean-Runt, Venus-CBFb-SMMHC, uHTS. inhibition, % at 20 µM. AID 1434, 2008. 0.74% of 220,000 active. Cerulean-Runt/Venus-CBFb-SMMHC FRET ratio 530/480, 1 h;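 active = mean inhibition across duplicate retests at 20 µM reaching about 50%, limit read from the data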;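 note: 0% = DMSO wells and 100% = wells with excess untagged CBFb-SMMHC; inhibitors lower the FRET ratio by blocking Runt binding to CBFb-SMMHC; some results filed as inactive read as strong as hits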
# Tb hexokinase: Trypanosoma brucei hexokinase 1 inhibitors, primary screen, biochemical, G6PDH-coupled NADH absorbance, MLSCN library | recombinant TbHK1, G6PDH-coupled NADH A340 | 0.11% of 220,000 active | hexokinase 1 [Trypanosoma brucei] | inhibition, % at 10 µM;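 active = inhibition of 50% or more in the single-dose primary screen; inactive = inhibition below 50%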
# EBV gp42 inh: Epstein-Barr virus gp42 inhibitors, primary screen, biochemical, uHTS, fluorescence polarization. Fluorescence polarization binding assay, mP read-out. inhibition, % (tested at 21.74 µM). 0.42% of 220,000 active. AID 1085, 2008; in the data active = inhibition above about 50%
# NCF1 inh: p47phox/p22phox peptide binding inhibitors, primary screen, biochemical, uHTS, NADPH oxidase regulatory subunit; Neutrophil cytosol factor 1 (Homo sapiens), P14598; fluorescence polarization, 2 h; inhibition, % at 24.7 µM; 0.53% of 220,000 active; AID 1274, 2008;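 active = inhibition above about 30%, limit read from the data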;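 note: 0% = p47phox with labelled peptide and 100% = labelled peptide alone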
# Target sequence (P14598 whole entry, looked up): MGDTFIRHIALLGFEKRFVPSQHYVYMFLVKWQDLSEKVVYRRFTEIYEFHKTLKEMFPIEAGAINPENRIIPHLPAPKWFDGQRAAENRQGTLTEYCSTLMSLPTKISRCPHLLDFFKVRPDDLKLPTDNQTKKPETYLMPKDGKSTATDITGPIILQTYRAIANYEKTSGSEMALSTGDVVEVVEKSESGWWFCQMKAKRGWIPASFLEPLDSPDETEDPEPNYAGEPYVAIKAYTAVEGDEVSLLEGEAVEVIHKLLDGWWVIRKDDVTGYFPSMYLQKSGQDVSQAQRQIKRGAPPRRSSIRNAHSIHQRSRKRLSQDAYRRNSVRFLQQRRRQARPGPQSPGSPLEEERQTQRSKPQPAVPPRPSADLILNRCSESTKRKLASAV
# Calpain2 inh: inhibitors of pig calpain II, primary screen, biochemical, fluorogenic peptide substrate, 1536-well; inhibition, % at 16 µM; purified calpain II, 30 min; 0.37% of 220,000 active; AID 1236, 2008;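 active = inhibition above about 50%, limit read from the data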
# Starred values were filed as active, the others as inactive; / = no result given; [ ] = another dose, or the depositor's remark.
SMILES	RBBP9 inhibitor	p97 inhibitor	Runt-CBFb FRET	Furin inhibitor	Runt-SMMHC FRET	Tb hexokinase	EBV gp42 inh	NCF1 inh	Calpain2 inh
CC(C)c1ccccc1NC(=O)COC(=O)c1cc(=O)[nH]c(=O)[nH]1	-8	-2	-1	-24	1	0	4	5	-6
CC(=O)Nc1ccc(S(=O)(=O)N(C)CC(=O)OCC(=O)c2cc(C)n(-c3ccc4c(c3)OCO4)c2C)cc1	-7	8	4	-9	15	-15	-19	-48	-73
Cc1cccc(N2CC(C(=O)Nc3ccc4c(c3)OCO4)CC2=O)c1C (stereo not drawn)	0	4	-1	-16[20 µM]	7	-2	1	-12	-9
COc1ccc2c(c1)CCc1c(C(=O)NCCCn3ccnc3)noc1-2	-4	-5	-1	-10	1	-3	-5	4	-6
CN(CCO)c1ncnc2nc[nH]c12	-1	6	/	-20	0	2	-6	-3	-10
Cc1nc(CC(=O)NNS(=O)(=O)c2ccc3ccccc3c2)cs1	2	7	2	-16	-2	30	2	-16	-3
CSc1ccccc1N=Cc1nc(-c2ccccc2)oc1O	-11	-8	1	-16	5	8	-5	-13	-2
Cc1c(C(=O)O)nnn1-c1ccccc1	-5	5	0	-25	3	3	-20	-15	2
COC(=O)C(NS(=O)(=O)c1ccccc1Cl)c1ccccc1 (stereo not drawn)	-7	-4	0	-18	1	0	3	-3	-10
COc1cc(/C=C2/CC/C(=C/c3ccc(O)c(OC)c3)C2=O)ccc1O	4	35*	-11	0	-140	-22	-61	-38	7
CCCCN1C(=S)NC[C@@H]1Cc1ccccc1	3	0	-1	-31	-2	-10	-10	-14	-11
Cc1ccc(NC(=O)c2ccc(-n3cccn3)c([N+](=O)[O-])c2)cc1	-10	-1	-1	-17[20 µM]	4	-6	-11	3	-30

# Sorted by value in Runt-SMMHC FRET (largest number first): 5 from the list above.
mol	Runt-SMMHC FRET
CC(=O)Nc1ccc(S(=O)(=O)N(C)CC(=O)OCC(=O)c2cc(C)n(-c3ccc4c(c3)OCO4)c2C)cc1	15
Cc1cccc(N2CC(C(=O)Nc3ccc4c(c3)OCO4)CC2=O)c1C (stereo not drawn)	7
Cc1c(C(=O)O)nnn1-c1ccccc1	3
CC(C)c1ccccc1NC(=O)COC(=O)c1cc(=O)[nH]c(=O)[nH]1	1
CCCCN1C(=S)NC[C@@H]1Cc1ccccc1	-2

# Going on with the list.
SMILES	RBBP9 inhibitor	p97 inhibitor	Runt-CBFb FRET	Furin inhibitor	Runt-SMMHC FRET	Tb hexokinase	EBV gp42 inh	NCF1 inh	Calpain2 inh
CCN(CC)C(=O)Cn1c(=O)n(C)c2ccccc21	-4	-1	3	-5[20 µM]	-2	-6	-10	1	-2
Nc1nc(COc2ccc(F)cc2Cl)nc(N2CCCCC2)n1	-5	1	1	-22	3	-3	-21	-6	-32
COc1cc(OC)cc(C(=O)NCCSc2c[nH]c3ccccc23)c1	-8	1	3	-24	1	-6	-3	-12	-1
Cc1ccc2nc(NC(=O)CN(C)S(=O)(=O)c3ccc(Br)s3)sc2c1	-3	4	0	-14[20 µM]	-2	4	-5	-4	-36
CCOC(=O)C1(Cc2ccc(Cl)cc2)CCN(C(=O)c2cc(C)nc(C)n2)CC1	-2	-3	-1	-20	2	-5	5	0	-15
CCOC(=O)c1ccc(NC(=O)CCOc2ccc(C)cc2)cc1	-7	-2	-1	1[20 µM]	2	0	-23	-27	-18
CSc1sc(-c2nnc(SCC(=O)Nc3ccc(Cl)cc3)n2C)c2c1C=CCC2	-5	2	-3	8	-4	-27	-16	-19	-34
Nn1cc(-c2ccccc2)nc1SCC(=O)NCCN1C(=O)CSC1=O	-3	3	-1	-30	-1	0	-7	-14	6
CCOC(=O)CSC(=S)NC(=O)c1ccc(OC)cc1	-9	-3	-4	-16	7	-6	18	-57	10
Cc1ccc(-c2csc(NC(=O)CSc3nc4ccccc4c(=O)n3CCCN(C)C)n2)cc1	-10	1	0	-22	4	11	8	37*	-83
O=C1C(SC(F)(F)C(F)F)=C(C(F)(F)F)OC2C3C=CC(C3)C12 (stereo not drawn)	1	-2	2	-16	4	6	-18	-2	-5
Nc1cccc2[nH]c(C(F)(F)F)nc12	-5	9	-6	-22	-11	-1	-5	14	-9

# Next section, overlapping the part above by 2 compounds.
SMILES	RBBP9 inhibitor	p97 inhibitor	Runt-CBFb FRET	Furin inhibitor	Runt-SMMHC FRET	Tb hexokinase	EBV gp42 inh	NCF1 inh	Calpain2 inh
O=C1C(SC(F)(F)C(F)F)=C(C(F)(F)F)OC2C3C=CC(C3)C12 (stereo not drawn)	1	-2	2	-16	4	6	-18	-2	-5
Nc1cccc2[nH]c(C(F)(F)F)nc12	-5	9	-6	-22	-11	-1	-5	14	-9
CC1CN(S(=O)(=O)c2ccc(C(=O)Nc3ccc(S(=O)(=O)Nc4nccs4)cc3)cc2)CC(C)O1 (stereo not drawn)	-3	5	0	-11	-4	29	-10	-19	-44
CSc1ccc(CNc2nnnn2C)cc1	-9	3	-1	-33	1	-1	-8	-15	-11
c1ccc(C(c2c[nH]c3ccccc23)c2c[nH]c3ccccc23)nc1	-5	4	0	-17[20 µM]	3	-10	-1	-15	-32
Cc1occc(=O)c1O	-5	5	-2	-18	2	4	-5	-4	10
Cc1nn(CC(=O)N2CCN(C)CC2)c(=O)c2ccccc12	-6	3	-2	-26	5	-3	-7	-11	-10
O=S(=O)(Nc1nc(SCc2ccc(Cl)cc2)n[nH]1)c1ccccc1	-7	1	-1	8	-3	3	-5	3	27
COC(=O)[C@@H](NC(=O)NCc1ccccc1Cl)C(C)C	3	-7	0	-2[20 µM]	-2	8	-23	-4	-9
Cc1cccc(C(=O)NCCc2csc(C)n2)c1	-10	1	-2	-21	-2	-18	-9	-12	12
O=C(NCc1csc(-c2cccs2)n1)Nc1cccc(Cl)c1	-7	1	1	-11	0	-6	-13	-18	-14
Cc1cccc(-n2c(-c3csc(C)c3C)n[nH]c2=S)c1	-7	-4	2	-6	22	-4	-5	-1	18
CC(O)CSc1nc2c(c(=O)[nH]c(=O)n2C)n1CC(O)COc1ccccc1 (stereo not drawn)	-2	-3	28	-16	-5	-1	0	0	-19
O=C(Nc1nnc(-c2ccccc2)o1)C1CCCCC1	4	2	0	-17	2	11	-9	-2	7
CC(NS(=O)(=O)c1ccccc1)C1COc2ccccc2O1 (stereo not drawn)	0	5	3	-14[20 µM]	2	3	-31	-10	1
CCCCOC(=O)n1c(SCC(=O)N(C)C)nc2ccccc21	-6	3	-1	-27	-4	3	-14	-1	-10
C/C(=N/NC(=O)c1cccs1)c1ccc(N2CCOCC2)cc1	-3	-4	-1	-26	2	-33	-3	-4	2
Cc1c(C(=O)NCc2ccc(S(N)(=O)=O)cc2)oc2ccc(Cl)cc12	-4	1	1	-16	-3	5	12	0	2
COc1ccc(NC(=O)CSc2nccn2-c2cccc(OC)c2)cc1	-7	2	0	-12	-1	7	-10	1	6
Cc1cc(N/N=C/c2ccccc2Cl)nc(NCc2ccccc2)n1	-3	2	0	1	7	-7	-10	-13	9
COc1cccc(-c2nn(-c3ccccc3)cc2CN(C)C(C)c2ccon2)c1 (stereo not drawn)	-9	-6	-3	-2	-2	1	8	-9	36
COc1cc(SC)ccc1C(=O)N(C)Cc1ccccc1	-3	0	/	-26[20 µM]	0	1	1	-6	-13
O=[N+]([O-])c1cn(Cc2ccc(Cl)cc2)cn1	2	3	-5	-16[20 µM]	1	0	-5	-5	-2
Cc1ccccc1CSc1nnc(-c2ccccn2)n1N	-10	-10	-2	-5	0	0	5	2	-13
CC(C)n1cc(/C=C2\NC(=O)N(c3cccc(Cl)c3)C2=O)c2ccccc21	-3	3	-9	-23[20 µM]	-14	-17	-13	-25	14
C=CCOc1ccc(C(=O)CC)cc1OC	-3	6	-3	-6	3	36	-9	-2	19
COCCN(Cc1cn(C)nc1-c1ccccc1F)C(C)C	-4	2	1	-20	-1	-7	-6	6	-12
C=CCc1cccc(/C=N/NC(=O)C(C)Nc2ccc(C)cc2)c1O (stereo not drawn)	-2	2	4	-20	10	-5	-9	7	-9
CC(C)=CC(=O)O[C@H]1[C@@H]2[C@H](C)C(=O)O[C@@H]2C[C@@H](C)[C@@H]2[C@@H](O)CC(=O)[C@]21C	/	/	2	-33	-2	-12	-6	-9	-10
O=C(c1cccs1)N1C(=O)c2cccc3cccc1c23	-2	5	0	-31	-2	1	-5	0	-87
COc1ccc(C(=O)CN2CCN(S(=O)(=O)c3cccc([N+](=O)[O-])c3)CC2)cc1OC	-11	-2	2	-10	-3	-2	-3	1	11
O=C(c1cc([N+](=O)[O-])ccc1Cl)N1c2ccccc2Sc2ccccc21	-8	-2	1	-18	4	2	-24	7	14
Cc1c(NC(=O)Nc2ccc(Cl)cc2)c(=O)n(-c2ccccc2)n1C	-1	3	0	-15	0	-2	3	-13	-5
CCOC(=O)c1sc(=S)n(CC)c1NC(=O)CC	-8	-4	1	-10[20 µM]	0	-43	-13	-23	-16
CCc1ccccc1NC(=O)CSc1nnc([C@@H](NC(=O)OC(C)(C)C)C(C)CC)o1 (stereo partly drawn)	-7	-3	-2	-23	0	3	-4	-8	10
COc1ccccc1OCCn1c(C(C)O)nc2ccccc21 (stereo not drawn)	-7	3	-1	-24	-1	2	-15	-8	-4
O=S(=O)(Nc1ccc2nc(-c3ccco3)[nH]c2c1)c1ccccc1	-6	2	-24	-13	-81	-17	-13	-19	-54
COC(=O)C1CCCN1C(=O)c1cccs1 (stereo not drawn)	-7	1	0	-21[20 µM]	-3	1	-11	-5	2
CC(=O)c1cccc(NC(=S)NCCc2ccc(Cl)cc2)c1	0	-1	2	-14	-1	0	-8	-3	5
CC(C)CN(CC(C)C)C(=O)CC(=O)NC(=O)c1ccc(Cl)cc1	-2	-1	-3	-13[20 µM]	0	-1	-8	-12	32
O=C(O)c1ccc(CSCc2c(F)cccc2Cl)o1	-3	8	0	-20	-7	7	-14	1	19
Oc1c(C(c2ccco2)N2CCC3(CC2)OCCO3)sc2ncnn12 (stereo not drawn)	3	0	21	-13	0	-11	-4	-1	17
CN(C)S(=O)(=O)c1cccc(NC(=O)COC(=O)/C=C/c2ccc([N+](=O)[O-])cc2)c1	-11	1	1	-16	0	-4	-19	-5	-3
O=C(CNc1cc(S(=O)(=O)N2CCOCC2)ccc1N1CCCC1)N1CCc2ccccc21	5	4	1	-29	-2	-15	-19	-10	-114
CCOc1ccc(C(=O)N2CCN(c3ccccc3)CC2)cc1	-3	-8	-1	-12	0	2	1	0	31
